LMPTP block: LMPTP (human) inhibition; P24666; recombinant LMPTP-A, OMFP fluorogenic substrate, fluorescence intensity; inhibition, % at 20 µM; hit rate 0.22% among 360,000;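 active = compounds that cut the enzyme signal by at least half of the control window in the single-dose screen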;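 note: plate controls were DMSO wells with enzyme plus substrate for no effect and substrate without enzyme for full effect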
Target sequence (P24666 whole entry, looked up): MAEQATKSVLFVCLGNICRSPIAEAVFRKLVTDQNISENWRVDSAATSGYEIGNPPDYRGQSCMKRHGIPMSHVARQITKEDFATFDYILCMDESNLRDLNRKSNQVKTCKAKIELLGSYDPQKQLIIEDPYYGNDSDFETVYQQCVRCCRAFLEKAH
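Test system: LMPTP-A phosphatase enzyme; input: 0.625 nM LMPTP-A final; reagent: OMFP substrate, 400 µM final; compound dosing: 20 µM single dose, 3% DMSO; incubation: 50 min dark incubation at room temperature; measured by: endpoint fluorescence intensity from OMFP dephosphorylation; measure: % inhibition relative to no-enzyme and uninhibited control wells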
SKN-1 block: blocks SKN-1 activity in C. elegans. C. elegans VP596 Pgst-4::GFP/RFP ratio, acrylamide-induced, 24 h. inhibition, % at 21.8 µM. hit rate 0.49% among 360,000. AID 624304;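 active = interference check ratio from 0.5 to 1.5 plus GFP to RFP signal ratio inhibition reaching or exceeding a fixed threshold, cut at about 30% in these data, passing the limit was not always enough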; note: some compounds called inactive have numbers as strong as hits
NadD inh: blocks S. aureus nicotinate mononucleotide adenylyltransferase | AID 602399 | inhibition, % at 20 µM | purified NadD enzyme, colorimetric absorbance read-out | hit rate 0.78% among 360,000; in the data active = inhibition above about 26%; note: some compounds past the cut are filed as inactive
DNMT1 inh: inhibitors of human DNMT1. hit rate 0.83% among 360,000. DNMT1 molecular beacon, Hinp1I cleavage, fluorescence. inhibition (reported as % activation of signal), % at 10 µM; in the data active = inhibition above about 50%
Scp1 inh: inhibitors of human Scp-1 phosphatase | Q9GZU7 | Recombinant Scp1, phosphopeptide, malachite green phosphate absorbance | inhibition, % at 20 µM | hit rate 0.88% among 340,000 | AID 493091;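 active = inhibition above about 50% at 20 µM, limit read from the data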;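 note: plate controls were DMSO wells with enzyme for no effect and wells lacking enzyme for full effect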
Target sequence (Q9GZU7 76-261 limits assumed): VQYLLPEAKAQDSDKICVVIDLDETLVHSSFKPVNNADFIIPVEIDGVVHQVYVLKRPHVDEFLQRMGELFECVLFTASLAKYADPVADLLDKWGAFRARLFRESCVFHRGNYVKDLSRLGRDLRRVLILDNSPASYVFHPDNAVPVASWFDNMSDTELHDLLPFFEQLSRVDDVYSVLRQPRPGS
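Assay system: SCP-1 catalytic fragment, aa 76-261 | Buffer or medium: Tris acetate buffer pH 5.5 with MgCl2 and Tween-20 | Compound: One concentration, 20 µM, with 1.0% DMSO | Also added: Phospho 17-mer peptide substrate | Signal: Absorbance at 630 nm | Incubation: 45 min enzyme reaction at room temperature | Measure: % inhibition of SCP-1 phosphate liberation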
STEP block: inhibitors of human striatal-enriched phosphatase STEP; AID 588621; recombinant STEP, OMFP fluorogenic substrate, fluorescence; inhibition, % at 20 µM; P54829; hit rate 0.25% among 360,000;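 active = inhibition at 20 µM, scaled per plate between control wells, above about 37%, limit read from the data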;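 note: 0% = DMSO with enzyme and substrate and 100% = substrate only without enzyme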
Target sequence (P54829 whole entry, looked up): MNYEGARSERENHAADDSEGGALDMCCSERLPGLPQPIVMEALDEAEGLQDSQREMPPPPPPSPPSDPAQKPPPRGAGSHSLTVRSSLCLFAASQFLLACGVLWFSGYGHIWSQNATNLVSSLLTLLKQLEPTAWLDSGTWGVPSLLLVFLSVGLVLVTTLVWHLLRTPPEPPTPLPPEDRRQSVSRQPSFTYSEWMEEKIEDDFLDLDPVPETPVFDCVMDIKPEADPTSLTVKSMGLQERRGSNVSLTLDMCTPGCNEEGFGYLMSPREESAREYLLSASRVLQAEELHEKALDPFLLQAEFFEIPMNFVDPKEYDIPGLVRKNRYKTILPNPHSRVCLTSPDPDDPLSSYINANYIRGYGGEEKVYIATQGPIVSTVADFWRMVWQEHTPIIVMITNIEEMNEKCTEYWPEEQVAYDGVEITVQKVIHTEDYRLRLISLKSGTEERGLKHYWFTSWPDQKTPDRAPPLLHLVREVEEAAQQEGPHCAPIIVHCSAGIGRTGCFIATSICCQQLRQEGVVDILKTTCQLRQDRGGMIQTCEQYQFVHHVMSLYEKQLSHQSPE
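System: STEP (striatal-enriched tyrosine phosphatase) enzyme, cell-free; medium: Bis-Tris pH 6.0 buffer with DTT, detergent; dosing: 20 µM, 1% DMSO; times: reaction 20 min, ambient temperature; detection: fluorescence, 480/540 nm; read-out basis: normalized % inhibition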
Neddylation inh: blocks human cullin neddylation; P61081+Q13564; TR-FRET cullin neddylation, biochemical; calls only at 25 µM; hit rate 0.58% among 360,000; in the data active = inhibition above about 36%
SUMO1 PPI mod: alters human SUMO1 binding to SIM partners; P63165; SUMO1 binding to a labelled peptide, TR-FRET, 1 h; hit rate 0.33% among 360,000; inhibition, % at 20 µM; AID 602429; in the data active = inhibition above about 37%
Target sequence (P63165 whole entry, looked up): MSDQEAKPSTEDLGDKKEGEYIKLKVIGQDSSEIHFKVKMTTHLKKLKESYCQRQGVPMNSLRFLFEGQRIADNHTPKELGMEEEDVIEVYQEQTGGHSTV
NRP1-CendR mod: alters CendR peptide binding to human NRP-1; O14786; FAM-RPARPAR peptide binding to NRP-1, fluorescence polarization; inhibition, % at 25 µM; hit rate 0.85% among 360,000;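 active = inhibition or corrected inhibition above about 18%, plus a signal ratio from 0.5 to 1.5, limit read from the data, passing the limit was not always enough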; note: strong numbers were not always called active
Tb MetRS inh: blocks T. brucei methionyl-tRNA synthetase activity. purified T. brucei MetRS, ATP depletion, Kinase-Glo luminescence. AID 624268. hit rate 0.4% among 360,000. inhibition, % at 11.9 µM;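 active = inhibition above a per-plate cutoff of the control wells' mean inhibition plus 3 SD, cut at about 5.5% in these data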;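 note: 0% = DMSO wells median and 100% = median of wells with control inhibitor compound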
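Test system: purified T. brucei MetRS enzyme. Also added: ATP, methionine and E. coli bulk tRNA substrates. Compound: 11.9 µM single point. Schedule: 15 min enzyme-compound preincubation, 2 h reaction, 10 min detection, 25 °C. Signal: luciferase luminescence of residual ATP, Kinase-Glo. Evaluation: percent inhibition versus plate control medians. Controls: DMSO wells, low control.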
* = called active by the depositor; i = inactive; / = not tested or not shown.

molecule | STEP block | Neddylation inh | Tb MetRS inh | SKN-1 block | SUMO1 PPI mod | LMPTP block | Scp1 inh | NRP1-CendR mod | DNMT1 inh | NadD inh
Cc1cccc(NC(=O)c2cccnc2)c1C | -1 | i | -0.7 | 13 | 2 | -0.8 | -1 | -8 | 1 | -9
CCn1nnc(NC(=O)C(c2ccccc2)c2ccccc2)n1 | -2 | i | -1.5 | 3 | 2 | -3.3 | -1 | -4 | 3 | -2
Cc1ccc(C(=O)NC(CCc2ccccc2)C(=O)O)cc1 (stereo unspecified) | -2 | i | -1.8 | -1 | 2 | -3.2 | 7 | 8 | 5 | -3
O=C(Nc1ccc(N2CCN(c3ccc(C(F)(F)F)cn3)CC2)nc1)c1cccs1 | 1 | i | -1.0 | -4 | 10 | 2.9 | -7 | -9 | 52* | 1
COc1ccc(/C=C/c2cccc[n+]2C)c(O)c1 | 1 | i | 0.6 | 4 | -32 | 0.5 | 12 | -13 | -3 | -1
CCOC(=O)CSc1cc(=O)n(CC)c2ccccc12 | -1 | i | 0.0 | 32 | 2 | -0.8 | 0 | -16 | 1 | 1
NC(=O)CCCSc1nc2ccccc2[nH]1 | -2 | i | -0.1 | 3 | -2 | -0.1 | -4 | 2 | 2 | 1
CCn1c(-c2csc3ccccc23)n[nH]c1=S | 0 | i | -1.1 | 10 | 3 | -2.4 | -6 | 6 | 1 | 1
COc1ccc(OC)c(S(=O)(=O)N2CCC(C(=O)NC3CCCCC3)CC2)c1 | -1 | i | -1.2 | -11 | 8 | -0.5 | 2 | -4 | -1 | -4
COc1ccccc1-c1nnc(NC(C)=O)s1 | 1 | i | -0.4 | -16 | -4 | -0.7 | -4 | -8 | 2 | 2
O=C(/C=C/c1ccccc1)c1c[nH]c2ccccc12 | -6 | i | 4.9 | 5 | -6 | 3.6 | -7 | -63 | 4 | -25
COc1ccc(OC)c(C(=O)c2ccc(C(=O)Nc3ccc(NC(C)=O)cc3)cc2)c1 | 1 | i | -0.3 | 7 | -3 | 1.1 | -3 | 10 | 5 | 2
CN(C(=O)COc1ccc(Cl)cc1Cl)C1(C)CCS(=O)(=O)C1 (stereo unspecified) | -4 | i | -0.5 | 0 | 3 | -0.2 | -4 | 16 | 1 | -3
COc1cc2sc3ccc(C#CC4(O)CCCCC4)cc3c(=O)c2cc1OC | -1 | i | -0.2 | 1 | -14 | 1.9 | 48 | 7 | -16 | -10
O=C(CCN1C(=O)/C(=C/c2cccs2)SC1=S)Nc1ccc(O)cc1 | -5 | i | 0.2 | 20 | -5 | 1.0 | -8 | -51 | -4 | 2
O=c1oc2cc(Br)ccc2n1Cc1ccccc1 | 3 | i | 0.1 | -1 | 7 | 0.5 | -10 | -4 | 6 | 0
O=C(N/N=C/c1c[nH]c2ccccc12)c1ccc(Cl)cc1 | -1 | i | -1.3 | -8 | -8 | 1.5 | 0 | -6 | -4 | -1
O=C(Cc1ccc([N+](=O)[O-])cc1)NCc1cccnc1 | -2 | i | -0.3 | 14 | -14 | -1.3 | -7 | 7 | -4 | -4
Cn1c(SCc2cccc(C#N)c2)nc2ccccc2c1=O | 2 | i | -0.7 | -8 | 4 | 0.8 | -8 | 2 | -2 | -4
Cc1cc(C)nc(N/N=C2/CCCC/C2=C\c2ccccc2)n1 | -2 | i | -0.2 | 7 | -3 | 0.1 | -6 | 6 | 1 | 1
NNC(=O)CNC(=O)Nc1n[nH]c(=S)s1 | 2 | i | 0.3 | 3 | 4 | -1.5 | / | -4 | -3 | 6
N#CCCN1CCN(C2=NC(=O)C(=C3CCCCC3)S2)CC1 | -2 | i | -0.1 | -6 | -4 | -1.2 | -6 | 2 | -2 | 11
CN(C)S(=O)(=O)c1cccc(C(=O)Nc2ccc(N3CCOCC3)cc2)c1 | 0 | i | -0.3 | -10 | 3 | 0.1 | -7 | 16 | -13 | 5
Cc1ccc2c(c1)C(O)(CC(=O)c1ccc(C)s1)C(=O)N2 (stereo unspecified) | 2 | i | -0.2 | 5 | -3 | -1.9 | -3 | -11 | 2 | 1
O=C(Cn1cnc2scc(-c3cccc([N+](=O)[O-])c3)c2c1=O)NCc1ccco1 | 8 | i | -0.8 | -5 | -7 | 21 | 78* | -18 | 83* | -3
Cc1csc(=Nc2ccccc2)n1Cc1ccco1 | 0 | i | -0.5 | -7 | 4 | 0.8 | -4 | 2 | -15 | 8
O=[N+]([O-])c1ccc(/C=N/N/C(=N/c2ccccn2)c2ccccn2)cc1 | 0 | i | 0.1 | 3 | -27 | 0.1 | -2 | 7 | 4 | 4
O=C(NCCCN1CCCCCC1)c1cc2c(=O)oc3ccccc3c2s1 | 1 | i | -0.2 | 18 | 7 | 27 | -4 | -4 | 27 | 26
O=C(C1CCN(S(=O)(=O)c2ccc(Br)s2)CC1)N1CCCCC1 | -1 | i | -0.4 | -14 | 1 | 0.1 | -1 | 16 | 2 | -8
CCOc1ccccc1-n1cnc2cc(C(=O)NCc3ccco3)ccc21 | 1 | i | -0.5 | -4 | 1 | 0.4 | 0 | -12 | 5 | 3

A section of the results above, for reference:
molecule | STEP block | Neddylation inh | Tb MetRS inh | SKN-1 block | SUMO1 PPI mod | LMPTP block | Scp1 inh | NRP1-CendR mod | DNMT1 inh | NadD inh
O=C(N/N=C/c1c[nH]c2ccccc12)c1ccc(Cl)cc1 | -1 | i | -1.3 | -8 | -8 | 1.5 | 0 | -6 | -4 | -1
O=C(Cc1ccc([N+](=O)[O-])cc1)NCc1cccnc1 | -2 | i | -0.3 | 14 | -14 | -1.3 | -7 | 7 | -4 | -4
Cn1c(SCc2cccc(C#N)c2)nc2ccccc2c1=O | 2 | i | -0.7 | -8 | 4 | 0.8 | -8 | 2 | -2 | -4
Cc1cc(C)nc(N/N=C2/CCCC/C2=C\c2ccccc2)n1 | -2 | i | -0.2 | 7 | -3 | 0.1 | -6 | 6 | 1 | 1
NNC(=O)CNC(=O)Nc1n[nH]c(=S)s1 | 2 | i | 0.3 | 3 | 4 | -1.5 | / | -4 | -3 | 6
N#CCCN1CCN(C2=NC(=O)C(=C3CCCCC3)S2)CC1 | -2 | i | -0.1 | -6 | -4 | -1.2 | -6 | 2 | -2 | 11
CN(C)S(=O)(=O)c1cccc(C(=O)Nc2ccc(N3CCOCC3)cc2)c1 | 0 | i | -0.3 | -10 | 3 | 0.1 | -7 | 16 | -13 | 5
Cc1ccc2c(c1)C(O)(CC(=O)c1ccc(C)s1)C(=O)N2 (stereo unspecified) | 2 | i | -0.2 | 5 | -3 | -1.9 | -3 | -11 | 2 | 1

Later entries
molecule | STEP block | Neddylation inh | Tb MetRS inh | SKN-1 block | SUMO1 PPI mod | LMPTP block | Scp1 inh | NRP1-CendR mod | DNMT1 inh | NadD inh
CNNC(=S)Nc1cccc(C(F)(F)F)c1 | -1 | i | -0.2 | -1 | 2 | 0.0 | -2 | 2 | 5 | -1
Nc1cc(N)nc(SCC(=O)N2CCCCC2)n1 | -1 | i | -1.5 | -8 | 4 | -0.4 | 1 | -1 | 4 | -1
COc1ccc(C(=O)NC(=S)NNC(=O)Cc2cccs2)cc1 | 1 | i | 0.1 | 0 | 2 | 0.7 | -27 | 8 | 3 | 7
Cc1ccc(C2=NOC(C)(c3nnc(-c4ccc(Cl)cc4)o3)C2)cc1 (stereo unspecified) | 4 | i | -0.2 | 23 | 9 | 1.7 | -10 | -3 | 20 | -7
COc1cccc(/C=C/C(=O)OCC(=O)NCc2ccc(Cl)cc2)c1 | 0 | i | 0.8 | 3 | 3 | 1.4 | -13 | -11 | -1 | -7
O=C(NN1CCOCC1)c1c(-c2ccccc2)sc2ccccc12 | -1 | i | -0.3 | -6 | 5 | -1.6 | -3 | 21 | 9 | -2
CCn1c2ccccc2c2cc(NC(=O)COC(=O)c3cc(S(=O)(=O)N4CCCCC4)ccc3Cl)ccc21 | 1 | i | -0.4 | 2 | -1 | -0.2 | -10 | -6 | 1 | 11
CCOC(=O)C1CCN(CC(O)COCc2ccc3c(c2)OCO3)CC1 (stereo unspecified) | -1 | i | 0.5 | 3 | 3 | 1.4 | -8 | -1 | 0 | -13
CC1=C(C(=O)Nc2cccc([N+](=O)[O-])c2)C2(CCC(C)CC2)OC1=O (stereo unspecified) | -1 | i | -0.9 | -1 | -13 | -2.0 | 1 | -10 | 0 | 0
CCOC(=O)c1cnc(-n2nc(C)cc2C)nc1NCCO | -2 | i | 0.3 | 8 | 2 | -0.7 | -6 | -11 | 3 | -1
CN(C)CCn1c(C(=O)O)cc2ccccc21 | 6 | i | -0.6 | -9 | 1 | -5.2 | -2 | -4 | 1 | 3
O=C(CCc1ccccc1)Nc1nc2c(F)cc(F)cc2s1 | -2 | i | 0.0 | 16 | 5 | 2.2 | -10 | 8 | -2 | -3
O=C(/C=C/c1cccc([N+](=O)[O-])c1)N1CCN(c2ccc(F)cc2)CC1 | 4 | i | 0.1 | 2 | -20 | -0.5 | -11 | -6 | -3 | -8
CCc1nnc(NC(=O)CN2C(=O)c3ccccc3C2=O)s1 | -3 | i | -1.1 | 3 | -2 | 0.2 | -5 | 4 | 3 | -5
CCOc1ccc(NC(=O)c2ccc3c(c2)CCN3S(C)(=O)=O)cc1 | -2 | i | 0.1 | -1 | 0 | -0.8 | 26 | 8 | -2 | -3
Cc1cc(C)n(-c2cc(N3CCN(C(=O)c4cccc(Br)c4)CC3)ccc2[N+](=O)[O-])n1 | 1 | i | 0.3 | 12 | -17 | 0.8 | 2 | -1 | -1 | 8
COc1ccc(C(=S)N2CCN(c3ccccc3C)CC2)cc1 | 9 | i | -0.1 | -12 | 4 | 1.7 | 2 | -22 | -1 | -2
Cn1c(SCC(=O)NCCc2ccccc2)nnc1C1CCCCC1 | 0 | i | -0.9 | 15 | 4 | -1.4 | -6 | 1 | 1 | -6
Fc1ccc(-c2nc3ccc(Cl)cn3c2Cc2ccsc2)cc1 | 0 | i | -0.4 | 40* | 6 | -0.7 | / | -7 | -9 | 10
CCOC(=O)c1c(C)[nH]c(C)c1S(=O)(=O)N1CCN(c2ccc(F)cc2)CC1 | -4 | i | -0.3 | 10 | -5 | -1.2 | -14 | 6 | 0 | -5
O=C(Nc1nncs1)c1ccc(S(=O)(=O)c2ccccc2)cc1 | 0 | i | -1.3 | -16 | 2 | -1.6 | 0 | -3 | 5 | -4

Assay outcomes from PubChem.
